Compound activity from PubChem BioAssay.
NSD2 inh: inhibitors of human NSD2 methyltransferase. NSD2-SET H3K36me1 DELFIA fluorescence, biochemical. O96028. inhibition, % at 12.5 µM. 44,000 tested, 0.07% active; in the data active = inhibition above about 54%, passing the limit was not always enough;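 note: inhibitors reduce the monomethyl H3K36 fluorescence signal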
Target sequence (O96028 whole entry, looked up): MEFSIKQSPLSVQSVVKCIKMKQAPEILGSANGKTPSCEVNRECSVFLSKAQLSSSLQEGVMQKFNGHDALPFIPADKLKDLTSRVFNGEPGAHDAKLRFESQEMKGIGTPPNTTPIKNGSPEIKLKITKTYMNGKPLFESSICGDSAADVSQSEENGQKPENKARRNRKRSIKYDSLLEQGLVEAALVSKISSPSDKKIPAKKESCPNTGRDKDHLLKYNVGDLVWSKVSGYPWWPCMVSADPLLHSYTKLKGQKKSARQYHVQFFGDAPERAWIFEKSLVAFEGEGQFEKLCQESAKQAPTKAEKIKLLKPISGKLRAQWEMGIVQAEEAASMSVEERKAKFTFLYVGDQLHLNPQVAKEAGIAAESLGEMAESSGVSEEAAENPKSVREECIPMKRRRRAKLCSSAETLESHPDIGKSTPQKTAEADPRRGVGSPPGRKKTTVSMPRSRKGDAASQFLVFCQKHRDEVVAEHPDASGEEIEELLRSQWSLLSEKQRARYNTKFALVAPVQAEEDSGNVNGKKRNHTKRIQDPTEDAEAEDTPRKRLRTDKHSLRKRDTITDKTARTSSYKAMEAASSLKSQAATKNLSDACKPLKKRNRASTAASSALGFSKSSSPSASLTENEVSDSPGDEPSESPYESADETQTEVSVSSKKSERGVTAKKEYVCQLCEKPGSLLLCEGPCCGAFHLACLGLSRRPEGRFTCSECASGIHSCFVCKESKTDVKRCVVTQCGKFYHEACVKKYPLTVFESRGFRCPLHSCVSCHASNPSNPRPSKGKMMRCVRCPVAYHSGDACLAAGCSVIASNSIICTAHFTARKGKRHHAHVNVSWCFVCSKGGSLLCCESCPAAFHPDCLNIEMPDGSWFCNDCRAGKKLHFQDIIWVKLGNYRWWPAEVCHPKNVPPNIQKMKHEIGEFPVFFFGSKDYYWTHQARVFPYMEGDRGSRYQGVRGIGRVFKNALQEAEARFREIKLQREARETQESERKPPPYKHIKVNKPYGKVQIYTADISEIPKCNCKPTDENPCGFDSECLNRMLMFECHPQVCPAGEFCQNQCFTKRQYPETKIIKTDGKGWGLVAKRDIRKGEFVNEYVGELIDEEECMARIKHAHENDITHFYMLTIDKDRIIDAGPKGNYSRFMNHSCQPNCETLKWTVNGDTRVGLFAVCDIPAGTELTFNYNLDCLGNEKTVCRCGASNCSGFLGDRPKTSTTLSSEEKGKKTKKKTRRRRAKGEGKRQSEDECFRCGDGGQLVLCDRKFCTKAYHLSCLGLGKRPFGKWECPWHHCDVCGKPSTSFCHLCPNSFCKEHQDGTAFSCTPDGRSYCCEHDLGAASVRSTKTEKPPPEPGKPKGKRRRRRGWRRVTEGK
* marks the source's active call; other numbers are inactive results; & = joins results of further samples. These rows are one share of the data. The share of hits here may be higher or lower than overall.

C[C@H]1CN([C@@H](C)CO)C(=O)c2cc(NS(=O)(=O)c3ccc(Cl)cc3)ccc2O[C@@H]1CN(C)Cc1ccc2c(c1)OCO2
  NSD2 inh: 0

C[C@H](CO)N1C[C@H](C)[C@H](CN(C)Cc2ccc(Cl)c(Cl)c2)Oc2c(NS(=O)(=O)c3ccccc3)cccc2C1=O
  NSD2 inh: -2

O=c1cc(-c2ccccc2)nc(Cc2c(Cl)cccc2Cl)[nH]1
  NSD2 inh: 0

C=CCOC(=O)[C@H]1[C@@H]2C(=O)O[C@@H](c3ccccc3)[C@@H](c3ccccc3)N2[C@@H](c2ccc(OCCOC(=O)[C@@H]3C[C@@H]4C(=O)NCC(=O)N4[C@@H]3c3cccc(OCCO)c3)cc2)[C@]12C(=O)Nc1ccc(I)cc12
  NSD2 inh: -14

Cc1noc(C)c1S(=O)(=O)Nc1ccc2c(c1)C(=O)N([C@@H](C)CO)C[C@@H](C)[C@H](CN(C)C(=O)c1ccccc1)OCCCC[C@@H](C)O2
  NSD2 inh: -1

COc1ccc(NC(=O)Nc2ccc3c(c2)C(=O)N([C@@H](C)CO)C[C@@H](C)[C@H](CN(C)Cc2ccc4c(c2)OCO4)OCCCC[C@@H](C)O3)cc1
  NSD2 inh: 3

COc1cc(OC)c(C(O)C(C)O)cc1OC (stereo not drawn)
  NSD2 inh: -4&-3

C[C@H]1CN([C@@H](C)CO)S(=O)(=O)c2ccc(C#CC(C)(C)O)cc2O[C@@H]1CN(C)C(=O)C1CC1
  NSD2 inh: 6

Cc1nnc(Sc2nc3ccc(Cl)cc3s2)n1-c1ccc2c(c1)OCCO2
  NSD2 inh: 4

COc1cccc(C#Cc2ccc3c(c2)O[C@H](CN(C)C(=O)c2ccccn2)[C@@H](C)CN([C@@H](C)CO)S3(=O)=O)c1
  NSD2 inh: 1

C[C@H](CO)N1C[C@H](C)[C@@H](CN(C)Cc2ccc3c(c2)OCO3)Oc2ccc(NC(=O)C3CC3)cc2C1=O
  NSD2 inh: 1

C[C@H]1CN([C@@H](C)CO)C(=O)c2cccc(NC(=O)C3CCOCC3)c2O[C@@H]1CN(C)Cc1ccncc1
  NSD2 inh: -2

Cc1ccc(-c2cnc3c(c2)C(=O)N([C@H](C)CO)C[C@@H](C)[C@H](CN(C)C(=O)CN(C)C)O3)cc1
  NSD2 inh: -8

CCC(=O)N(C)C[C@H]1Oc2cc(-c3ccc(C#N)cc3)ccc2S(=O)(=O)N([C@@H](C)CO)C[C@@H]1C
  NSD2 inh: 1

COc1cccc(S(=O)(=O)Nc2ccc3c(c2)[C@@H]2C[C@H](CC(=O)NCC(F)(F)F)O[C@H](CO)[C@@H]2O3)c1
  NSD2 inh: -4

COc1ccc(C#Cc2cnc3c(c2)C(=O)N([C@H](C)CO)C[C@H](C)[C@H](CN(C)CC2CCCC2)O3)cc1
  NSD2 inh: 12

CCCNC(=O)N(C)C[C@@H]1Oc2cc(-c3ccc(C)cc3)ccc2S(=O)(=O)N([C@@H](C)CO)C[C@@H]1C
  NSD2 inh: 2

Cc1noc(C)c1S(=O)(=O)N(C)C[C@@H]1Oc2c(NC(=O)c3ccc(-c4nccs4)cc3)cccc2C(=O)N([C@H](C)CO)C[C@@H]1C
  NSD2 inh: 2

Cc1noc(C)c1S(=O)(=O)N(C)C[C@@H]1Oc2ccc(NC(=O)NC(C)C)cc2CC(=O)N([C@@H](C)CO)C[C@@H]1C
  NSD2 inh: 4

C[C@H](CO)N1C[C@H](C)[C@H](CN(C)C(=O)Nc2cccc3ccccc23)Oc2ccc(NS(=O)(=O)c3ccc(F)cc3)cc2C1=O
  NSD2 inh: 3

COc1ccc(S(=O)(=O)N(C)C[C@@H]2OCCCC[C@H](C)Oc3ccc(NC(=O)Nc4ccc(C(F)(F)F)cc4)cc3C(=O)N([C@H](C)CO)C[C@@H]2C)cc1
  NSD2 inh: -4

CNC[C@@H]1Oc2cc(C#CC(C)C)ccc2S(=O)(=O)N([C@H](C)CO)C[C@H]1C
  NSD2 inh: -1

C[C@H](CO)N1C[C@H](C)[C@H](CN(C)S(=O)(=O)c2cccc(F)c2)Oc2ncc(-c3ccccc3)cc2C1=O
  NSD2 inh: 5

CNC[C@H]1Oc2cc(C#C[C@@H](C)O)ccc2S(=O)(=O)N([C@@H](C)CO)C[C@@H]1C
  NSD2 inh: -1

C[C@@H]1CN([C@H](C)CO)C(=O)c2cc(C#CCN(C)C)cnc2O[C@@H]1CN(C)C(=O)Cc1cccnc1
  NSD2 inh: -1

C[C@H]1CN([C@@H](C)CO)C(=O)c2cc(NC(=O)Nc3ccc4c(c3)OCO4)ccc2O[C@@H]1CN(C)CC1CCCCC1
  NSD2 inh: -6

Cc1noc(C)c1NC(=O)N(C)C[C@@H]1Oc2ccc(NC(=O)NC(C)C)cc2CC(=O)N([C@@H](C)CO)C[C@@H]1C
  NSD2 inh: 5

C/C(=C\CC[C@@H](C)[C@H]1CC[C@@]2(C)C3CC[C@H]4C(C)(C)[C@@H](OC5OC(CO)C(OC6OC(CO)C(O)C(O)C6O)C(O)C5O)CC[C@@]45C[C@@]35CC(O)[C@]12C)C(=O)O (stereo partly drawn)
  NSD2 inh: 7

C[C@@H]1CN([C@H](C)CO)C(=O)Cc2cc(NC(=O)Cc3ccccc3)ccc2O[C@H]1CN(C)Cc1ccc(C(F)(F)F)cc1
  NSD2 inh: -10

c1ccc2c3c([nH]c2c1)[C@H]1C2CCC([C@@H]4CCCN[C@H]24)N1CC3 (stereo partly drawn)
  NSD2 inh: -2

C[C@H]1CN([C@@H](C)CO)C(=O)c2cccc(NC(=O)Nc3ccc(C(F)(F)F)cc3)c2O[C@@H]1CN(C)Cc1ccc(C(F)(F)F)cc1
  NSD2 inh: 2

Cc1noc(C)c1S(=O)(=O)Nc1ccc2c(c1)C(=O)N([C@@H](C)CO)C[C@H](C)[C@H](CN(C)S(=O)(=O)c1cccs1)OCCCC[C@H](C)O2
  NSD2 inh: 1

C[C@@H]1CN([C@H](C)CO)C(=O)c2cc(NC(=O)CCN3CCOCC3)ccc2O[C@@H]1CN(C)S(=O)(=O)c1cn(C)cn1
  NSD2 inh: 5

C[C@H]1CN([C@@H](C)CO)S(=O)(=O)c2ccc(C#CC3(O)CCCC3)cc2O[C@H]1CN(C)C(=O)Nc1cccc(F)c1
  NSD2 inh: -11

C[C@H](CO)N1C[C@H](C)[C@H](CN(C)C(=O)Nc2ccccc2)Oc2ccc(NC(=O)CCCCCC(=O)Nc3ccccc3N)cc2CC1=O
  NSD2 inh: -3

Cc1c[nH]c(=O)n(CCCN2CCN(c3ccccc3OCC(F)(F)F)CC2)c1=O
  NSD2 inh: 3

COCC#Cc1ccc2c(c1)O[C@H](CN(C)C(=O)CC1CC1)[C@@H](C)CN([C@H](C)CO)S2(=O)=O
  NSD2 inh: 1

C[C@H](CO)N1C[C@H](C)[C@@H](CN(C)Cc2ccc(Oc3ccccc3)cc2)Oc2ccc(N(C)C)cc2C1=O
  NSD2 inh: -3

C[C@@H]1CCCCO[C@H](CN(C)C(=O)Nc2cccc3ccccc23)[C@@H](C)CN([C@@H](C)CO)C(=O)c2cc(NC(=O)Nc3ccc(F)cc3)ccc2O1
  NSD2 inh: -2

CC(C)CC#Cc1cnc2c(c1)C(=O)N([C@H](C)CO)C[C@@H](C)[C@@H](CN(C)C(=O)Nc1cc(F)ccc1F)O2
  NSD2 inh: 6

Overlap with the part before: 4 entries, followed by the next part.
COCC#Cc1ccc2c(c1)O[C@H](CN(C)C(=O)CC1CC1)[C@@H](C)CN([C@H](C)CO)S2(=O)=O
  NSD2 inh: 1

C[C@H](CO)N1C[C@H](C)[C@@H](CN(C)Cc2ccc(Oc3ccccc3)cc2)Oc2ccc(N(C)C)cc2C1=O
  NSD2 inh: -3

C[C@@H]1CCCCO[C@H](CN(C)C(=O)Nc2cccc3ccccc23)[C@@H](C)CN([C@@H](C)CO)C(=O)c2cc(NC(=O)Nc3ccc(F)cc3)ccc2O1
  NSD2 inh: -2

CC(C)CC#Cc1cnc2c(c1)C(=O)N([C@H](C)CO)C[C@@H](C)[C@@H](CN(C)C(=O)Nc1cc(F)ccc1F)O2
  NSD2 inh: 6

C[C@H](CO)N1C[C@H](C)[C@@H](CN(C)S(=O)(=O)c2ccc(F)cc2)Oc2ccc(NC(=O)Nc3ccc(C(F)(F)F)cc3)cc2CC1=O
  NSD2 inh: 2

C[C@H](CO)N1C[C@H](C)[C@H](CN(C)Cc2ccc(C(=O)O)cc2)OCc2cnnn2CCCC1=O
  NSD2 inh: -2

C[C@H]1CN([C@@H](C)CO)C(=O)c2cc(-c3ccccc3)cnc2O[C@@H]1CN(C)C(=O)Nc1ccccc1
  NSD2 inh: -8

C[C@@H]1CCCCO[C@@H](CN(C)Cc2ccncc2)[C@@H](C)CN([C@@H](C)CO)C(=O)c2cc(NC(=O)Nc3ccc(F)cc3)ccc2O1
  NSD2 inh: -8

COC(=O)c1sccc1NC(=S)N(C)CCC#N
  NSD2 inh: 4

Cc1noc(C)c1NC(=O)N(C)C[C@@H]1Oc2ccc(NS(=O)(=O)c3cn(C)cn3)cc2CC(=O)N([C@@H](C)CO)C[C@@H]1C
  NSD2 inh: 7

C[C@H]1CN([C@@H](C)CO)C(=O)Cc2cc(NC(=O)Cc3ccccc3)ccc2O[C@@H]1CN(C)S(=O)(=O)c1ccc(F)cc1
  NSD2 inh: -2

COc1ccc(NC(=O)N(C)C[C@@H]2Oc3c(NC(=O)C4CCOCC4)cccc3C(=O)N([C@H](C)CO)C[C@@H]2C)cc1
  NSD2 inh: 2

O=C(C[C@H]1CC[C@H](NC(=O)CCN2CCCCC2)[C@H](CO)O1)Nc1nccs1
  NSD2 inh: 2

C[C@@H]1CN([C@H](C)CO)C(=O)c2cc(C#Cc3ccccc3F)cnc2O[C@@H]1CN(C)C(=O)C1CCCCC1
  NSD2 inh: -3

C[C@@H]1CN([C@@H](C)CO)C(=O)c2cc(NS(=O)(=O)c3cccs3)ccc2O[C@@H](C)CCCCO[C@H]1CN(C)C(=O)Nc1ccc(F)cc1
  NSD2 inh: 3

C[C@@H]1CN([C@H](C)CO)C(=O)c2cccc(NC(=O)CCCCCC(=O)Nc3ccccc3N)c2O[C@H]1CN(C)C(=O)Nc1ccc2c(c1)OCO2
  NSD2 inh: -2

COc1cccc(S(=O)(=O)N(C)C[C@H]2Oc3cc(C#CCN(C)C)ccc3S(=O)(=O)N([C@@H](C)CO)C[C@H]2C)c1
  NSD2 inh: 4

Cc1ccc(-c2ccc3c(c2)O[C@@H](CN(C)Cc2cccnc2)[C@H](C)CN([C@H](C)CO)S3(=O)=O)cc1
  NSD2 inh: 5

COc1ccc(S(=O)(=O)N(C)C[C@@H]2OCCCC[C@H](C)Oc3ccc(NS(C)(=O)=O)cc3C(=O)N([C@H](C)CO)C[C@@H]2C)cc1
  NSD2 inh: -2

COc1ccc(CN(C)C[C@@H]2Oc3c(NC(=O)Nc4ccc(C(F)(F)F)cc4)cccc3C(=O)N([C@@H](C)CO)C[C@H]2C)cc1
  NSD2 inh: -4

C[C@@H]1CN([C@H](C)CO)C(=O)c2cc(NC(=O)Nc3ccc4c(c3)OCO4)ccc2O[C@@H]1CN(C)S(=O)(=O)c1ccc(Cl)cc1
  NSD2 inh: 3

O=C(C[C@H]1C=C[C@@H](NC(=O)c2cccc(F)c2)[C@@H](CO)O1)Nc1nccs1
  NSD2 inh: 2

C[C@@H]1CN([C@H](C)CO)C(=O)c2cccc(NC(=O)NC3CCCCC3)c2O[C@H]1CN(C)Cc1ccccc1
  NSD2 inh: -2

COc1ccc(S(=O)(=O)N[C@H]2C=C[C@@H](CC(=O)N3CCc4ccccc4C3)O[C@H]2CO)cc1
  NSD2 inh: -5

C[C@@H]1CCCCO[C@H](CN(C)CC2CC2)[C@H](C)CN([C@@H](C)CO)C(=O)c2cc(NC(=O)c3ccncc3)ccc2O1
  NSD2 inh: 6

COc1ccccc1-c1ccc2c(c1)O[C@H](CN(C)C(=O)Nc1ccccc1)[C@H](C)CN([C@H](C)CO)S2(=O)=O
  NSD2 inh: -4

Cc1ccc(S(=O)(=O)N(C)C[C@H]2OCCCC[C@H](C)Oc3ccc(NS(=O)(=O)c4ccc(Cl)cc4)cc3C(=O)N([C@@H](C)CO)C[C@@H]2C)cc1
  NSD2 inh: -2

O=C(c1cccc(CN2CCN(c3nc(-c4ccccc4)ns3)CC2)c1)N1CCC(O)CC1
  NSD2 inh: -4

Cc1noc(C)c1S(=O)(=O)N(C)C[C@@H]1Oc2c(NC(=O)C3CCCCC3)cccc2C(=O)N([C@@H](C)CO)C[C@@H]1C
  NSD2 inh: -3

C[C@@H]1CN([C@@H](C)CO)C(=O)Cc2cc(NC(=O)CCC(F)(F)F)ccc2O[C@H]1CN(C)C(=O)NC1CCCCC1
  NSD2 inh: 4

COc1ccc(S(=O)(=O)N(C)C[C@@H]2Oc3c(NC(=O)C4CCOCC4)cccc3C(=O)N([C@@H](C)CO)C[C@@H]2C)cc1
  NSD2 inh: -43

C[C@@H]1CN([C@H](C)CO)C(=O)Cc2cc(NC(=O)CCC(F)(F)F)ccc2O[C@H]1CN(C)S(C)(=O)=O
  NSD2 inh: -3

C/C=C/c1cnc2c(c1)C(=O)N([C@H](C)CO)C[C@H](C)[C@@H](CN(C)Cc1cccc(C(=O)O)c1)O2
  NSD2 inh: 7

CCCNC(=O)N(C)C[C@H]1Oc2cc(-c3ccccc3F)ccc2S(=O)(=O)N([C@H](C)CO)C[C@@H]1C
  NSD2 inh: -9

CC(C)CC#Cc1cnc2c(c1)C(=O)N([C@H](C)CO)C[C@H](C)[C@H](CN(C)Cc1ccccc1F)O2
  NSD2 inh: 3

C[C@@H]1CN([C@@H](C)CO)C(=O)c2cc(NC(=O)Nc3ccccc3)ccc2O[C@@H](C)CCCCO[C@@H]1CN(C)C
  NSD2 inh: 5

COc1cccc(S(=O)(=O)N(C)C[C@@H]2Oc3cc(C4=CCCC4)ccc3S(=O)(=O)N([C@H](C)CO)C[C@@H]2C)c1
  NSD2 inh: -4

C[C@H](CO)N1C[C@H](C)[C@H](CN(C)S(=O)(=O)c2ccc(Cl)cc2)Oc2ccc(NC(=O)CCCN(C)C)cc2C1=O
  NSD2 inh: 4

C[C@@H]1CN([C@H](C)CO)C(=O)c2cc(NS(=O)(=O)c3ccc(F)cc3)ccc2O[C@@H](C)CCCCO[C@H]1CN(C)S(=O)(=O)c1ccccc1
  NSD2 inh: 0

C[C@H](CO)N1C[C@H](C)[C@@H](CN(C)Cc2ccc3c(c2)OCO3)Oc2ccc(NC(=O)Cc3ccccc3)cc2CC1=O
  NSD2 inh: -2
